Mtb BioA inh: blocks M. tuberculosis BioA enzyme activity; purified M. tuberculosis BioA enzyme, plate reader; inhibition, % at 9.99 µM; 360,000 tested, 0.096% active; in the data active = inhibition above about 40%
Starred values were filed as active, the others as inactive; & = joins results of further samples. These rows are one share of the data; count on the stated rates, not on these rows.

SMILES	Mtb BioA inh
C[C@@H]1CN([C@H](C)CO)S(=O)(=O)c2ccc(-c3cncnc3)cc2O[C@H]1CN(C)C(=O)CN(C)C	10.2
O=C(C[C@@H]1CC[C@@H]2[C@H](COC[C@H](O)CN2C(=O)Nc2cc(Cl)cc(Cl)c2)O1)N1CCCCC1	1.4
C[C@@H]1CN([C@H](C)CO)C(=O)c2cc(-c3ccccc3)cnc2O[C@@H]1CN(C)C	-1.3
C[C@@H]1CN([C@@H](C)CO)C(=O)c2cccc(NC(=O)c3cnccn3)c2O[C@H]1CN(C)CC1CC1	-0.3
C[C@@H]1CCCCO[C@@H](CN(C)S(=O)(=O)c2ccc(F)cc2)[C@@H](C)CN([C@H](C)CO)C(=O)c2cc(NS(=O)(=O)c3ccc(Cl)cc3)ccc2O1	-0.7
C[C@H](CO)N1C[C@H](C)[C@@H](CN(C)Cc2cncnc2)Oc2cc(-c3cccnc3)ccc2S1(=O)=O	4.8
CN(C)C(=O)c1cccc(-c2ccc([C@@H]3[C@H](CO)N4CCCCN(C(=O)C5CCCC5)C[C@@H]34)cc2)c1	-1.1
Cc1noc(C)c1S(=O)(=O)N(C)C[C@@H]1OCCCC[C@@H](C)Oc2ccc(NS(=O)(=O)c3ccccc3)cc2C(=O)N([C@@H](C)CO)C[C@H]1C	1.3
CO[C@H]1CN(C)C(=O)c2cc(NC(=O)c3cnccn3)ccc2OC[C@@H](C)N(CCc2ccccc2)C[C@@H]1C	3.8
Cc1noc(C)c1S(=O)(=O)N(C)C[C@H]1Oc2ccc(NC(=O)Nc3ccc(F)cc3)cc2CC(=O)N([C@@H](C)CO)C[C@@H]1C	1.0
O=C(Nc1ccc2c(c1)[C@H]1C[C@H](CC(=O)N3CCCCC3)O[C@H](CO)[C@H]1O2)NC1CCCC1	-0.2
COCC(=O)N1C[C@@H](C)[C@@H](OC)CN(C)C(=O)c2ccc(NC(=O)c3ccc(F)cc3)cc2OC[C@@H]1C	-0.3
C[C@H](CO)N1C[C@H](C)[C@H](CN(C)Cc2ccc3c(c2)OCO3)OCCCC[C@H](C)Oc2ccc(NC(=O)Cc3ccccc3)cc2C1=O	-0.9
Cc1ccc(S(=O)(=O)Nc2ccc3c(c2)C(=O)N([C@@H](C)CO)C[C@H](C)[C@@H](CN(C)S(=O)(=O)c2ccccc2)OCCCC[C@H](C)O3)cc1	-1.3
COc1ccc(S(=O)(=O)N[C@H]2C=C[C@H](CC(=O)N3CCN(c4ccccc4)CC3)O[C@@H]2CO)cc1	0.8
O=S(=O)(c1ccccc1)N1CCCCN2[C@H](CO)[C@H](c3ccc(-c4cncnc4)cc3)[C@@H]2C1	-2.1
O=C(C[C@H]1CC[C@H]2[C@@H](COC[C@H](O)CN2Cc2ccccc2F)O1)NC1CCC1	-0.8
COc1ccccc1NC(=O)N(C)C[C@@H]1OCc2ccccc2-c2ccccc2C(=O)N([C@@H](C)CO)C[C@@H]1C	-3.6
CCCC(=O)Nc1ccc2c(c1)C(=O)N(C)[C@@H]1CC[C@@H](CC(=O)NCc3ccccc3Cl)O[C@H]1CO2	-1.2
C[C@@H]1CN([C@@H](C)CO)C(=O)c2cc(NC(=O)Nc3ccccc3)ccc2O[C@@H]1CN(C)C(=O)Nc1cccc2ccccc12	1.1
CC(C)c1cn(CC[C@H]2CC[C@@H](NS(=O)(=O)c3ccc(F)cc3)[C@@H](CO)O2)nn1	0.2
C[C@@H]1CN([C@@H](C)CO)S(=O)(=O)c2ccc(Br)cc2O[C@@H]1CN(C)CC1CCOCC1	1.5
C[C@H]1CN([C@@H](C)CO)C(=O)c2cccc(NC(=O)C3CCCCC3)c2O[C@@H]1CN(C)C(=O)NC1CCCCC1	-3.2
O=S(=O)(N[C@@H]1CC[C@H](CCn2cc(-c3cccc(F)c3)nn2)O[C@H]1CO)c1ccc(Cl)cc1	7.1
C[C@@H]1CN([C@H](C)CO)C(=O)c2cc(NC(=O)Nc3ccccc3)ccc2O[C@@H](C)CCCCO[C@@H]1CN(C)Cc1ccncc1	2.2
C[C@@H]1CCCCO[C@@H](CN(C)C(=O)c2ccncc2)[C@@H](C)CN([C@H](C)CO)C(=O)c2cc(NS(=O)(=O)c3cccs3)ccc2O1	-0.3
COc1ccc(NC(=O)N(C)C[C@H]2OCCCC[C@@H](C)Oc3ccc(NC(=O)Nc4ccccc4)cc3C(=O)N([C@@H](C)CO)C[C@H]2C)cc1	1.0
C[C@H]1CCCCO[C@@H](CN(C)C(=O)CCC(F)(F)F)[C@@H](C)CN([C@@H](C)CO)C(=O)c2cc(NS(C)(=O)=O)ccc2O1	-2.9
CCCNC(=O)N(C)C[C@@H]1Oc2ncc(C#CCc3ccccc3)cc2C(=O)N([C@@H](C)CO)C[C@H]1C	4.9
COc1ccc(NC(=O)Nc2ccc3c(c2)C(=O)N([C@H](C)CO)C[C@@H](C)[C@@H](CN(C)C(=O)Nc2ccc4c(c2)OCO4)OCCCC[C@@H](C)O3)cc1	-1.2
C[C@H](CO)N1C[C@H](C)[C@@H](CN(C)C(=O)Nc2ccc3c(c2)OCO3)OCCCC[C@H](C)Oc2ccc(NC(=O)NC3CCCCC3)cc2C1=O	-0.5
CC(C)NC(=O)N(C)C[C@H]1OCCCC[C@H](C)Oc2ccc(NS(C)(=O)=O)cc2C(=O)N([C@@H](C)CO)C[C@H]1C	-4.7
O=C(C[C@@H]1CC[C@@H](NC(=O)Nc2ccc(F)cc2)[C@@H](CO)O1)NCc1cccc(F)c1	-3.0
COc1ccc(NC(=O)N(C)C[C@@H]2Oc3c(NC(=O)c4cc(C)nn4C)cccc3C(=O)N([C@H](C)CO)C[C@@H]2C)cc1	2.5
Cc1ccc(S(=O)(=O)Nc2cccc3c2O[C@@H](CN(C)C)[C@H](C)CN([C@@H](C)CO)C3=O)cc1	-1.4
COc1ccc(S(=O)(=O)Nc2cccc3c2O[C@@H](CN(C)Cc2ccccc2)[C@H](C)CN([C@H](C)CO)C3=O)cc1	-1.8
COc1ccccc1S(=O)(=O)N[C@H]1C=C[C@@H](CC(=O)NCc2cccc(F)c2)O[C@H]1CO	0.1
O=C(O)C[C@H]1C=C[C@H](NC(=O)c2ccccc2F)[C@@H](CO)O1	-5.3
C[C@@H]1CCCCO[C@H](CN(C)C(=O)Nc2ccccc2)[C@H](C)CN([C@H](C)CO)C(=O)c2cc(NS(=O)(=O)c3cccs3)ccc2O1	-0.4
C[C@@H]1CCCCO[C@H](CN(C)S(=O)(=O)c2ccccc2)[C@@H](C)CN([C@H](C)CO)C(=O)c2cc(NS(=O)(=O)c3cccs3)ccc2O1	0.6
C[C@H](CO)N1C[C@H](C)[C@@H](CN(C)C(=O)Cc2ccccc2)Oc2ncc(C#CCN(C)C)cc2C1=O	3.1
C[C@@H]1CN([C@@H](C)CO)S(=O)(=O)c2ccc(C#Cc3ccccn3)cc2O[C@@H]1CN(C)C(=O)C1CC1	5.6
CO[C@H]1CC[C@@H]2CCOc3c(C#N)cccc3C(=O)N(C)CCCC(=O)N(C)C[C@@H]1O2	-0.8
C[C@@H]1CN([C@H](C)CO)C(=O)c2cccc(NC(=O)Nc3ccc(F)cc3)c2O[C@H]1CN(C)CC1CCCCC1	0.2
C[C@@H]1CN([C@@H](C)CO)C(=O)c2cc(-c3cncnc3)cnc2O[C@H]1CN(C)CC1CCOCC1	4.6
Cc1noc(C)c1NC(=O)N(C)C[C@H]1Oc2ccc(NC(=O)Nc3ccc(C(F)(F)F)cc3)cc2CC(=O)N([C@H](C)CO)C[C@H]1C	-3.1
CO[C@H]1CN(C)C(=O)c2cc(NC(=O)C3CCC3)ccc2OC[C@@H](C)N(Cc2ccc(F)cc2)C[C@H]1C	0.2
CO[C@@H]1CN(C)C(=O)c2cc(NS(=O)(=O)c3cn(C)cn3)ccc2OC[C@@H](C)N(Cc2ccc(C(F)(F)F)cc2)C[C@H]1C	2.9
C[C@@H]1CN([C@H](C)CO)C(=O)c2cc(NS(C)(=O)=O)ccc2O[C@H]1CN(C)C(=O)NC1CCCCC1	-1.5
C[C@H](CO)N1C[C@H](C)[C@H](CN(C)C(=O)CCC(F)(F)F)OCCCC[C@H](C)Oc2ccc(NC(=O)Cc3ccccc3)cc2C1=O	0.5
C[C@H]1CN([C@@H](C)CO)C(=O)Cc2cc(NS(=O)(=O)c3ccc(Cl)cc3)ccc2O[C@H]1CN(C)Cc1ccncc1	-0.5
CNC(=O)C[C@H]1CC[C@@H]2[C@@H](COc3ccc(NS(=O)(=O)c4cccc(F)c4)cc3C(=O)N2C)O1	-1.0
CN1C(=O)c2cc(NC(=O)c3ccc(F)c(F)c3)ccc2OC[C@H]2O[C@H](CC(=O)N[C@@H]3CCN(Cc4ccccc4)C3)CC[C@@H]21	-4.8
C[C@H]1CN([C@@H](C)CO)C(=O)c2cc(-c3cccc(F)c3)cnc2O[C@H]1CN(C)Cc1ccncc1	-2.1
CCC(=O)N1CCCCN2[C@H](CO)[C@H](c3ccc(-c4cccnc4)cc3)[C@H]2C1	8.8
CC(C)NC(=O)Nc1ccc2c(c1)C(=O)N([C@H](C)CO)C[C@H](C)[C@H](CN(C)C(=O)NC1CCCCC1)OCCCC[C@@H](C)O2	0.9
CCC(=O)Nc1ccc2c(c1)C(=O)N(C)[C@@H]1CC[C@H](CC(=O)NC3Cc4ccccc4C3)O[C@H]1CO2	-1.2
O=C(Nc1cccc(Cl)c1)N[C@@H]1CC[C@@H](CCNC(=O)C2CCCC2)O[C@H]1CO	2.5
CN1C(=O)c2cc(NC(=O)C3CCOCC3)ccc2OC[C@H]2O[C@H](CC(=O)NCC3CC3)CC[C@@H]21	0.8
C/C=C/c1ccc([C@H]2[C@@H](CO)N(C(C)=O)[C@@H]2CN(CCC)C(C)=O)cc1	3.2&3.1
Next results follow:
SMILES	Mtb BioA inh
CCC(=O)Nc1ccc2c(c1)C(=O)N(C)C[C@H](OC)[C@@H](C)CN[C@@H](C)CO2	-2.0
C[C@@H]1CCCCO[C@@H](CN(C)Cc2ccc3c(c2)OCO3)[C@@H](C)CN([C@@H](C)CO)C(=O)c2cc(NS(=O)(=O)c3cn(C)cn3)ccc2O1	0.5
COc1ccccc1NC(=O)N1C[C@@H]2[C@H](c3ccccc31)[C@H](CO)N2C(C)=O	0.8
CN(C)C(=O)[C@@H]1[C@@H](CO)[C@@H]2Cn3c(ccc(C4=CCCC4)c3=O)[C@H]1N2Cc1cccnc1	-1.7
C[C@@H]1CN([C@H](C)CO)C(=O)c2cc(N(C)C)ccc2O[C@@H]1CN(C)C(=O)Nc1ccccc1	-4.0
C/C=C/c1ccc([C@@H]2[C@@H](CO)N3CCCCN(C(=O)Nc4ccccc4F)C[C@@H]23)cc1	2.0
Cc1noc(C)c1NC(=O)N(C)C[C@@H]1OCCCC[C@@H](C)Oc2ccc(NC(=O)Nc3ccc(F)cc3)cc2C(=O)N([C@@H](C)CO)C[C@H]1C	-2.8
Cc1ccc(S(=O)(=O)N(C)C[C@@H]2OCCCC[C@H](C)Oc3ccc(NS(=O)(=O)c4cn(C)cn4)cc3C(=O)N([C@H](C)CO)C[C@H]2C)cc1	1.2
C[C@H](CO)N1C[C@H](C)[C@H](CN(C)Cc2ccc3c(c2)OCO3)OCCCC[C@H](C)Oc2ccc(NC(=O)C3CCCCC3)cc2C1=O	0.6
CO[C@@H]1CN(C)C(=O)c2ccc(NS(=O)(=O)c3cn(C)cn3)cc2OC[C@H](C)N(Cc2cccc(F)c2)C[C@@H]1C	-2.8
CCCNC(=O)Nc1ccc2c(c1)OC[C@@H](C)N(CCC)C[C@H](C)[C@H](OC)CN(C)C2=O	1.0
CN(C)C(=O)C[C@H]1CC[C@@H]2[C@@H](COc3ccc(NC(=O)C4CCOCC4)cc3C(=O)N2C)O1	-1.4

An excerpt from above in order of count of non-hydrogen atoms, lowest first:
SMILES	Mtb BioA inh
COc1ccccc1NC(=O)N1C[C@@H]2[C@H](c3ccccc31)[C@H](CO)N2C(C)=O	0.8
C/C=C/c1ccc([C@@H]2[C@@H](CO)N3CCCCN(C(=O)Nc4ccccc4F)C[C@@H]23)cc1	2.0
C[C@H](CO)N1C[C@H](C)[C@H](CN(C)Cc2ccc3c(c2)OCO3)OCCCC[C@H](C)Oc2ccc(NC(=O)C3CCCCC3)cc2C1=O	0.6
C[C@@H]1CCCCO[C@@H](CN(C)Cc2ccc3c(c2)OCO3)[C@@H](C)CN([C@@H](C)CO)C(=O)c2cc(NS(=O)(=O)c3cn(C)cn3)ccc2O1	0.5
Cc1noc(C)c1NC(=O)N(C)C[C@@H]1OCCCC[C@@H](C)Oc2ccc(NC(=O)Nc3ccc(F)cc3)cc2C(=O)N([C@@H](C)CO)C[C@H]1C	-2.8

Continuation:
SMILES	Mtb BioA inh
CO[C@@H]1CN(C)C(=O)c2ccc(NC(=O)c3ccccc3)cc2OC[C@H](C)NC[C@H]1C	-1.8
COCC#Cc1cnc2c(c1)C(=O)N([C@@H](C)CO)C[C@@H](C)[C@@H](CN(C)C(=O)Cc1ccccc1)O2	1.2
C[C@@H]1CCCCO[C@H](CN(C)Cc2ccc3c(c2)OCO3)[C@@H](C)CN([C@@H](C)CO)C(=O)c2cc(NS(=O)(=O)c3ccccc3)ccc2O1	3.6
C[C@H]1CN([C@@H](C)CO)C(=O)c2ccccc2-c2ccccc2CO[C@@H]1CN(C)S(=O)(=O)c1cn(C)cn1	0.0
C[C@@H](O)C#Cc1cnc2c(c1)C(=O)N([C@@H](C)CO)C[C@H](C)[C@H](CN(C)C(=O)c1ccc(F)cc1)O2	-3.9
C[C@@H]1CCCCO[C@@H](CN(C)C(=O)c2ccccc2)[C@H](C)CN([C@@H](C)CO)C(=O)c2cc(NC(=O)NC3CCCCC3)ccc2O1	4.3

4 of these compounds, set out differently:
Compound: CO[C@@H]1CN(C)C(=O)c2ccc(NC(=O)c3ccccc3)cc2OC[C@H](C)NC[C@H]1C
  Mtb BioA inh: -1.8

Compound: COCC#Cc1cnc2c(c1)C(=O)N([C@@H](C)CO)C[C@@H](C)[C@@H](CN(C)C(=O)Cc1ccccc1)O2
  Mtb BioA inh: 1.2

Compound: C[C@@H]1CCCCO[C@H](CN(C)Cc2ccc3c(c2)OCO3)[C@@H](C)CN([C@@H](C)CO)C(=O)c2cc(NS(=O)(=O)c3ccccc3)ccc2O1
  Mtb BioA inh: 3.6

Compound: C[C@H]1CN([C@@H](C)CO)C(=O)c2ccccc2-c2ccccc2CO[C@@H]1CN(C)S(=O)(=O)c1cn(C)cn1
  Mtb BioA inh: 0.0

Bioassay records deposited in PubChem by Broad Institute.
